Anesthetic bind: binds horse apoferritin like a general anesthetic; Potency, µM (titrated, usually from 77.5 µM), without a hit: top-dose activity change, negative = displacement, usual class: inhibitors; actives 0.074% (n = 350,000); apoferritin/1-aminoanthracene competitive binding, fluorescence; also: potency is read from the fitted curve at half-maximal effect; % is scaled to controls: 0 for no effect and ±100 for the full control effect; nearly all actives have a fitted effect of over 20% in size
Target sequence (P02791 2-175 limits assumed): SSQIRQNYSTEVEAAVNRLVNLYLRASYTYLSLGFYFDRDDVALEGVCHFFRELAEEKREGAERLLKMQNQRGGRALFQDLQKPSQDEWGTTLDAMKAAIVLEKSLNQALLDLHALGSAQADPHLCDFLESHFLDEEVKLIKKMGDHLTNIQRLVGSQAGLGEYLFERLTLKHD
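Horse-spleen apoferritin (10 uM) was mixed with 50% saturated 1-aminoanthracene in PBS, exposed to compounds for 10 min at room temperature, and read for fluorescence (ex 380 nm, em 535 nm). Competitive displacement was fitted with a four-parameter Hill equation.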
RXFP1 antagonist: antagonists of human relaxin receptor RXFP1. HEK293-RXFP1, relaxin-stimulated cAMP HTRF, 30 min; active compounds read low. activity change, negative = inhibition, % at 57.5 µM. actives 0.59% (n = 350,000). AID 1259400;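 active = activity change of -60% or lower, but not beyond a set lower limit; inconclusive = change between -60% and -40%, or beyond the set limit; inactive = change above -40%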; also: % is scaled to controls: 0 for no effect and ±100 for the full control effect
Target sequence (Q9HBX9 whole entry, looked up): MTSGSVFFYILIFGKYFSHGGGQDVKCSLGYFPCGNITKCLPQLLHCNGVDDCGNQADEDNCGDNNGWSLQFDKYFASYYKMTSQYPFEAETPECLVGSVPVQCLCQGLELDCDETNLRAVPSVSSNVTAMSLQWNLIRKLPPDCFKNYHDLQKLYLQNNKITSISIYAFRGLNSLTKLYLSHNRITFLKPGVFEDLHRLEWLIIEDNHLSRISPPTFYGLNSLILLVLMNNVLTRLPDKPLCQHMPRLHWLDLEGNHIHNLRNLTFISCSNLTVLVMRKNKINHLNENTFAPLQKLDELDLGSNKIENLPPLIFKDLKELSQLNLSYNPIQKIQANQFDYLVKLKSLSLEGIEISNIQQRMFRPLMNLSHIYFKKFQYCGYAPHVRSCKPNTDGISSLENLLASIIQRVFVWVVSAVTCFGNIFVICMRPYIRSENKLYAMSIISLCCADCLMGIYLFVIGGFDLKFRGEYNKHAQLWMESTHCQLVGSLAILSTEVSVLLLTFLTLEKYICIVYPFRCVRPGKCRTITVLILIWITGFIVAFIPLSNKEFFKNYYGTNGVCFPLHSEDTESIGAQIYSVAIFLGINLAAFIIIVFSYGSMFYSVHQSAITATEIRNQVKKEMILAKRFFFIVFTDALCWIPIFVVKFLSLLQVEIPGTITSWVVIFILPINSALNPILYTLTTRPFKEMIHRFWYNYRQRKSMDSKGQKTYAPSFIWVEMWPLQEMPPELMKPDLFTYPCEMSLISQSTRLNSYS
TRHR enhancer: allosteric enhancers of human TRH receptor | P34981 | TRHR cells, fluo-8 calcium fluorescence, EC20 TRH enhancement | enhancement, % at 2 µM | actives 0.66% (n = 360,000); in the data active = enhancement above about 30%; also: 0% is about no effect
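TRHR-expressing cells loaded with fluo-8 calcium dye were read kinetically (ex 480/em 530) during compound addition, then stimulated with an EC20 of TRH (10 nM final). Enhancement of the Gq-mediated intracellular calcium response was scored.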
D1 antag: blocks dopamine activation of the human D1 receptor | activity change, negative = inhibition, % at 10 µM | actives 3.2% (n = 360,000) | HEK293 TREx D1 cells, calcium flux, dopamine EC80; active compounds read low; in the data active = activity change below about -30%; also: % is scaled to controls: 0 for no effect and ±100 for the full control effect
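Antagonism measured as reduced calcium response to an EC80 dopamine addition following 180 s compound pre-read; cells were inducible HEK293 Trex D1 plated overnight at 30 C, read kinetically at 1 cycle/sec.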
D1 PAM: human D1 dopamine receptor positive modulation | P21728 | HEK293 TREx D1 cells, calcium flux, dopamine EC20 potentiation | potentiation, % at 10 µM | actives 0.036% (n = 360,000) | AID 504651; in the data active = potentiation above about 30%; also: 0% is about no effect
D1 agonist: agonists of human D1 dopamine receptor; actives 1% (n = 360,000); activation, % at 2 µM; HEK293 T-REx D1 cells, calcium flux, agonist mode; AID 504660; in the data active = activation above about 30%; also: 0% is about no effect
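Agonism was scored from calcium flux recorded over 180 s (1 read/s) after pintool compound addition, following a 10-cycle baseline. Cells were inducible force-coupled HEK293 TREx D1, plated overnight at 30 C and loaded with no-wash calcium dye.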
D2 PAM: positive allosteric modulators of human D2 dopamine receptor; potentiation, % at 10 µM; P14416; HEK293 T-REx D2, calcium flux, EC20 dopamine potentiation; actives 0.34% (n = 340,000);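 active = potentiation over 3 SD above the plate norm, cut at about 30% in these data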; also: 0% is about no effect
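Potentiation of an EC20 dopamine calcium response measured kinetically over 180 s, after a preceding 180 s compound-only read flagging agonists. Cells: inducible Hek293 Trex D2 line, 4000/well, cultured overnight at 30 C before dye loading.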
TRHR ag: agonists of human TRH receptor; P34981; TRHR cells, calcium flux fluo-8, FDSS agonist mode; activation, % at 2 µM; actives 0.18% (n = 360,000); AID 493084; in the data active = activation above about 30%; also: 0% is about no effect
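Agonist-mode FDSS calcium read (Ex 480/Em 530, 1 s cycles) in 1536-well TRHR cells with fluo-8 dye, after 10-cycle baseline and 23 nL compound addition; TRH at EC20 (10 nM final) added afterwards for the enhancer phase.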
RXFP1 ag: agonists of human relaxin receptor RXFP1 | Q9HBX9 | HEK293T-RXFP1 cAMP TR-FRET, 30 min; response scale: percent of porcine relaxin response, buffer zero | Potency, µM (highest dose often 57.5 µM), for the others: at the highest dose activation, hits mostly activators | actives 0.3% (n = 370,000); also: potency is read from the fitted curve at half-maximal effect; % is scaled to controls: 0 for no effect and ±100 for the full control effect; nearly all actives have a fitted effect of over 60% in size; many of its hits are not listed in these tables
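HEK293 cells stably expressing RXFP1, treated 30 min at 37C with compounds plus PDE4 inhibitor Ro 20174; cAMP measured by HTRF TR-FRET. Normalized to buffer and 29 nM porcine relaxin; EC50 by Hill fit.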
An asterisk follows results filed as active; ? = inconclusive; . = not tested or not shown; & = joins results of further samples; [ ] = remark or other dose. Unless noted, calls follow the shape of the dose curve; as a rule, active = well fitted curve in the direction sought with a large enough effect; inconclusive = small, poorly fitted or top-dose-only effect, or another doubt; inactive = no such curve, though single readings can be large; an effect the other way counts as inactive or inconclusive.

molecule,Anesthetic bind,RXFP1 antagonist,TRHR enhancer,D1 antag,D1 PAM,D1 agonist,D2 PAM,TRHR ag,RXFP1 ag
COc1ccc(NC(=O)Nc2nnc(-c3ccncc3)s2)cc1,-7%,-26,0,-14,0,17,-5,-0.2,0.7%
COc1ccccc1CNC(=O)c1ccc(N2CCOCC2)c([N+](=O)[O-])c1,-12%,1,2,-20,3,6,9,-0.3,0.2%
O=C(CSc1ncc(-c2ccc(Cl)cc2)[nH]1)Nc1ccccc1F,?,-4,7,-4,-1,2,-4,-0.9,1.1%
CC(C)Sc1nc2c(c(=O)[nH]c(=O)n2C)n1C,-17%,-10,8,-2,1,0,14,-0.4,2.7%
Cc1c(Cl)c([N+](=O)[O-])nn1CC(=O)NC12CC3CC(CC(C3)C1)C2,?,-5,-1,-7,-1,1,2,0.0,0.3%
COc1ccc(C(c2nnnn2C(C)(C)C)N2CCN(c3nc4ccccc4s3)CC2)cc1 (configuration not stated),0%,-9,-10,3,0,4,2,0.5,-0.6%
CCCCn1c(SCC(=O)N(CC)C2CCS(=O)(=O)C2)nnc1C(CC)N(C)C (configuration not stated),-6%,4,6,-19,0,2,7,0.2,3.5%
O=S(=O)(Cc1ccc(Cl)cc1)N1CCCC1,5%,-15,-2,-74*,2,2,-5,-0.1,-0.4%
O=C(O)c1cc(C(F)(F)F)nc2ccccc12,-3%&-17%,.,4,2,-6,-2,6,-0.5,0.8%
NC(=O)c1ccccc1N/C=C/C(=O)c1ccc(F)cc1,-7%,0,2,14,-7,2,16,-0.1,1.6%
C/C(Cc1ccccc1)=N\NC(=O)CNC(=O)c1ccc(F)cc1,-11%,-15,-1,6,-3,0,8,-0.3,-0.1%
Cc1ccc(S(=O)(=O)NCc2ccc(C(=O)N3CCc4ccccc4C3)cc2)cc1,-20%,1,-3,-9,-6,4,12,-0.4,5.0%
Cc1cc(C(=O)C(C)Sc2cccc[n+]2[O-])c(C)n1-c1ccc(Cl)cc1 (configuration not stated),-7%,-6,-1,-21,0,8,11,1.1,-2.2%
COc1ccc(N(CC(=O)NCc2ccco2)S(C)(=O)=O)cc1,-8%,-16,4,-21,-3,2,8,0.4,2.8%
COCCCNC(=O)C1CCC(=O)N(c2ccc3c(c2)OCO3)C1c1ccc(OC)cc1 (configuration not stated),-11%,4,-6,7,-4,2,2,0.0,5.7%
CC(C)N1C(=S)SC2CS(=O)(=O)C=C21 (configuration not stated),-23%,-5,2,-9,-4,1,-3,-0.4,-0.4%
COc1cccc(-c2nc(CS(=O)(=O)CC(=O)Nc3c(C)cccc3C)c(C)o2)c1,-2%,13,-3,5,3,-3,6,0.1,1.1%
O=[N+]([O-])c1ccc(S(=O)(=O)Nc2ccc(-c3csc(-c4ccccc4)n3)cc2)cc1,?,.,-3,0,-5,2,-6,3.0,-0.7%
CCOc1ccc(NC(=O)c2cc(S(=O)(=O)N3CCOCC3)cs2)cc1,-8%,-16,1,-5,-3,2,8,0.0,-0.2%
O=C(N/N=C/c1ccncc1)c1ccccc1OCc1ccc(Br)cc1,-16%,-12,-9,2,-3,1,-3,-1.0,0.1%
CCOc1ccc(CCNC(=O)COC(=O)/C=C/c2ccccc2)cc1OCC,.,-11,2,6,-8,2,-5,-0.3,0.9%
CCCSc1sc(C(=O)OC)c(-c2cccs2)c1C#N,7%,-39,-3,18,-1,5,.,-0.5,8.3%
O=C(NCC1COc2ccccc2O1)c1cccc(S(=O)(=O)NCc2ccccc2)c1 (configuration not stated),.,4,-2,-9,-4,7,1,0.1,1.1%
Cc1cccc(-c2nc(CN3CCCC(C(=O)NC4CCCCC4)C3)c(C)o2)c1 (configuration not stated),-20%,-40,3,-8,2,6,-27,0.0,-3.2%
CCOC(=O)[C@@H]1[C@H]2COc3ccccc3[C@@H]2N2C(=O)N(c3ccc(F)cc3)C(=O)[C@@]12C,-7%,.,-8,-15,-1,0,3,-0.5,0.9%
COc1ccc(C(=O)N=c2c(C#N)cc3c(=O)n4cccc(C)c4nc3n2Cc2ccco2)cc1,86%[activator],.,-9,0,-2,10,-5,0.7,1.3%
COc1nccnc1NS(=O)(=O)c1ccc(NC(=O)c2ccc(F)cc2)cc1,-8%,-31,0,-1,-1,1,-13,0.6,0.9%
O=C(O)C1=C[C@@H](C2CC2)C[C@@H](OCc2ccc(CO)cc2)O1,-3%,.,9,-12,4,-3,-2,0.1,0.4%
CC(C)[C@H](NC(=O)N1CC(=O)Nc2ccccc21)C(=O)N[C@H](Cc1ccccc1)C(=O)O,2%,.,2,3,-4,4,4,0.3,-0.1%
C/C(=N/NC(=O)c1ccc(C)s1)c1cccc(NC(=O)COc2ccc(Cl)cc2C)c1,-9%,-6,-5,-30,2,1,-4,0.0,3.3%
O=C(NNC(=O)c1ccc[nH]1)Nc1cccc(C(F)(F)F)c1,2%,?,-1,-8,-3,1,-3,0.5,-1.0%
COc1cc(OC)c(/C=N/n2c(C)nnc2C)c(OC)c1,3%,-5,0,-1,-3,1,8,0.3,1.3%
O=C(O)c1cccnc1C(=O)N1CCc2c([nH]c3ccccc23)C1C(F)(F)F (configuration not stated),7%,4,-5,13,0,2,6,-1.5,2.0%
COc1ccc(NC(=O)c2ccco2)cc1NC(=O)c1cccc(F)c1,-12%,-3,-1,-16,-2,0,-15,-0.1,-2.9%
CC(C)NC(=O)COC(=O)c1ccc(Cl)c(S(=O)(=O)N2CCCC2)c1,-15%,5,-1,1,-5,3,0,-0.2,2.4%
CCOC(=O)N1CCN(C(=O)c2cc3cc(C)ccc3[nH]2)CC1,-9%,7,8,-17,-5,1,7,0.5,0.1%
CCOc1c(Br)cc(C(=O)NCCCn2ccnc2)cc1OC,0%,4,-4,8,2,0,-10,-1.1,-3.1%
COc1cccc(CN(Cc2ccco2)S(=O)(=O)c2ccc(S(=O)(=O)NCc3ccccc3)cc2)c1OC,-1%,6,-3,-14,-1,10,5,1.3,2.3%
CCOC(=O)C1=C(C)NC(C)=C(C(=O)OCC)C1/C=C/c1ccccc1,35%[activator],-7,16,-23,-4,2,1,-1.5,7.8%
C=Cc1ccc(CN2C(=O)c3ccccc3Sc3ccc(C(=O)OCc4ccco4)cc32)cc1,-15%,.,5,11,1,8,-1,1.2,2.3%
COc1cc2ccccc2cc1C(=O)N(CCN(C)C)c1nc2ccc(Br)cc2s1,-12%,-28,-4,-29,-11,5,.,0.2,-1.8%
C=CCn1c(N)c(C(=O)NCc2ccco2)sc1=S,1%,-5,2,-10,-3,1,13,-0.4,0.4%
COc1ccc(S(=O)(=O)NCCC(C)C)cc1C,?,-10,-5,-7,-2,0,-7,-0.5,3.1%
Cc1cc(OC(=O)c2ccc(C(F)(F)F)cc2)c([N+](=O)[O-])c(=O)[nH]1,-14%,.,6,3,1,0,-4,0.5,-0.8%
CC1CC(C)CN(C(=O)/C(=C\c2ccccc2)c2ccccc2)C1 (configuration not stated),-7%,-23,-12,3,0,1,-8,0.1,2.5%
Cn1c(SCCN2CCCC2)nnc1C1CCN(S(=O)(=O)c2ccc(F)cc2)CC1,-4%,-4,6,-1,-3,0,-7,0.8,-3.9%
Cc1cc(C)n(-c2nnc(C)n2/N=C/c2ccccc2F)n1,-9%,-4,0,-3,-3,-3,9,-0.2,1.2%
CCOC(=O)C1CCN(C(=O)c2cccc(S(=O)(=O)N(CC)c3ccccc3)c2)CC1,.,-16,4,-4,1,5,-3,0.6,1.3%
C=CCn1c(SC2CCOC2=O)nc2sc(C)c(C)c2c1=O (configuration not stated),-11%,-3,7,8,-6,1,4,-0.2,-1.2%
COc1ccc2c(c1)CCc1cn3nc(C)cc3nc1-2,70%[activator],-16,13,-7,5,3,13,3.1,7.9%
CCOc1ccccc1NC(=O)NC(=O)N(C)S(C)(=O)=O,-10%,-5,0,-12,-5,5,3,0.8,0.8%
O=C(CCNS(=O)(=O)c1ccc2c(c1)CCN2C(=O)C1CC1)N1CCN(c2ccc(F)cc2)CC1,50%[activator],.,2,-37*,-6,8,-5,-1.0,0.0%
COc1cccc(NC(=O)N(Cc2c[nH]c3ccccc23)C2CCCCCC2)c1,-14%,.,13,15,1,3,6,0.5,2.6%

Entries above that have bromine:
molecule,Anesthetic bind,RXFP1 antagonist,TRHR enhancer,D1 antag,D1 PAM,D1 agonist,D2 PAM,TRHR ag,RXFP1 ag
O=C(N/N=C/c1ccncc1)c1ccccc1OCc1ccc(Br)cc1,-16%,-12,-9,2,-3,1,-3,-1.0,0.1%
CCOc1c(Br)cc(C(=O)NCCCn2ccnc2)cc1OC,0%,4,-4,8,2,0,-10,-1.1,-3.1%
COc1cc2ccccc2cc1C(=O)N(CCN(C)C)c1nc2ccc(Br)cc2s1,-12%,-28,-4,-29,-11,5,.,0.2,-1.8%

Some of the compounds tested, so the mix of outcomes need not match the whole.
